Screening results deposited in PubChem by National Center for Advancing Translational Sciences (NCATS).
Rab9 promoter act: activators of Rab9 promoter; AID 485297; Huh7 Rab9 promoter-luciferase reporter, luminescence, 24 h; hit rate 2.8% among 320,000; Potency, µM (top dose mostly 9.22 µM), without a hit: at the highest dose activation, negative = inhibition, actives largely listed as activators; note: potency is the fitted concentration of half-maximal effect; % of control where 0% means no effect; nearly all actives have a fitted effect of over 60% in size
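Using Huh7 cells stably transfected with Rab9 promoter–luciferase, compounds were incubated 24 h at 37 °C, 5% CO2; luciferase luminescence was read 10 min after reagent addition.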
PKM2 act: activators of human pyruvate kinase M2 | P14618 | purified PKM2, Kinase-Glo ATP luminescence, activation; response scale: 0% is enzyme alone, no compound | Potency, µM (titrated, usually from 57.5 µM), for inactives: at the highest dose activation, most hits filed as activators | hit rate 0.34% among 260,000 | AID 1631; note: potency is the fitted concentration of half-maximal effect; % is set by controls: 0 for no effect and ±100 for the full control effect; nearly all actives have a fitted effect of over 55% in size
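Purified hPK-M2 (>95%) run at intermediate activity with 0.1 mM ADP and 0.5 mM PEP in 50 mM imidazole pH 7.2, KCl, MgCl2; 1 h room temperature. ATP formed read by Kinase-Glo luminescence; normalized to uninhibited and no-enzyme controls.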
Gal4-VP16 FLuc: inhibits Gal4-VP16 luciferase reporter, ROR gamma counter-screen | hit rate 3.5% among 310,000 | Potency, µM (series often up to 53.6 µM), for inactives: at the highest dose activity, negative = inhibition, most hits filed as inhibitors | Drosophila S2 Gal4-VP16 UAS-luciferase, luminescence, 20 h;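 note: Gal4-VP16 expression switched on by copper sulfate through the metallothionein promoter; potency is the fitted concentration of half-maximal effect; % is set by controls: 0 for no effect and ±100 for the full control effect; nearly all actives have a fitted effect of over 50% in size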
Menin MLL FP TR: menin-MLL binding inhibition, Texas Red mutant peptide; O00255; Menin + Texas Red MLL mutant peptide, fluorescence polarization; Potency, µM (titrated, usually from 61.6 µM), without a hit: at the top dose FP activity change, negative = inhibition, most hits filed as inhibitors; hit rate 0.23% among 270,000; AID 1768; active = well fitted inhibition curve with a large enough effect in the polarisation, with a control signal flat, not every such curve was filed as active; inconclusive = small, poorly fitted or top-dose-only effect, or effect the other way, or a change in a side signal; inactive = no such curve, though single readings can be large or run the other way; the % refers to the polarisation; note: potency is the fitted concentration of half-maximal effect; % of control where 0% means no effect; many of its hits are not listed in these tables
MBNL1 CUG block: blocks human MBNL1 binding to CUG repeat RNA. TR-FRET MBNL1-His/biotin-(CUG)12 binding, 665/545 ratio. Potency, µM (titrated, usually from 57.5 µM), without a hit: at the top dose activity change, negative = inhibition, usual class: inhibitors. Q9NR56. hit rate 0.036% among 280,000; active = well fitted inhibition curve with a large enough effect in the signal ratio, with a control signal flat, not every such curve was filed as active; inconclusive = small, poorly fitted or top-dose-only effect, or effect the other way, or a change in a side signal; inactive = no such curve, though single readings can be large or run the other way; the % refers to the signal ratio; note: potency is the fitted concentration of half-maximal effect; % is set by controls: 0 for no effect and ±100 for the full control effect
Target sequence (Q9NR56 whole entry, looked up): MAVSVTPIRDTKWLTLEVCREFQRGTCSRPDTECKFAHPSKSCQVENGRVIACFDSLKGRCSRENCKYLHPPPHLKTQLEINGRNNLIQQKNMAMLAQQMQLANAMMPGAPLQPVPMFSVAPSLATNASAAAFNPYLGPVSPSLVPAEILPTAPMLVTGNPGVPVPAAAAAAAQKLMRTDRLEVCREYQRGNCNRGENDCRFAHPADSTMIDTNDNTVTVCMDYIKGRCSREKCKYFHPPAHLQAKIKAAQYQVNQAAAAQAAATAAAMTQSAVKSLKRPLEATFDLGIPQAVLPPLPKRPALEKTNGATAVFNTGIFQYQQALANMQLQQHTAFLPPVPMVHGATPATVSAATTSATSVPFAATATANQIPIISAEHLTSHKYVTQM
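Compound titration spanned 92 nM–58 uM against the MBNL1-His/biotin-(CUG)12 complex. After 60 min at room temperature with 5 nM streptavidin-XL665 and 0.055 ng/ul terbium anti-His, ratiometric 665/545 nm emission (Ex 340 nm) normalized to controls.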
NPC1 prom act: activators of NPC1 promoter; Huh7 NPC1 promoter luciferase reporter, 24 h; Potency, µM (series often up to 9.22 µM), for inactives: at the highest dose activation, hits mostly activators; hit rate 2.4% among 320,000;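 note: potency is the fitted concentration of half-maximal effect; % of control where 0% means no effect; nearly all actives have a fitted effect of over 60% in size; reporter is driven by a mutant NPC1 promoter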
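Luciferase expression driven by the NPC1 promoter was measured in stably transfected Huh7 cells after a 24 h compound incubation, using a luciferase reagent and a luminescence read.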
FLuc modulator: inhibits or activates purified firefly luciferase, miR-21 counter-screen; P08659; purified FLuc, Km substrates, luminescence inhibition; Potency, µM (highest dose often 57.5 µM), for the others: at the top dose activity change, negative = inhibition, usual class: inhibitors; hit rate 6.9% among 360,000;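 note: potency is the fitted concentration of half-maximal effect; plate controls were vehicle for no effect and reference inhibitor for full effect; nearly all actives have a fitted effect of over 55% in size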
Target sequence (P08659 whole entry, looked up): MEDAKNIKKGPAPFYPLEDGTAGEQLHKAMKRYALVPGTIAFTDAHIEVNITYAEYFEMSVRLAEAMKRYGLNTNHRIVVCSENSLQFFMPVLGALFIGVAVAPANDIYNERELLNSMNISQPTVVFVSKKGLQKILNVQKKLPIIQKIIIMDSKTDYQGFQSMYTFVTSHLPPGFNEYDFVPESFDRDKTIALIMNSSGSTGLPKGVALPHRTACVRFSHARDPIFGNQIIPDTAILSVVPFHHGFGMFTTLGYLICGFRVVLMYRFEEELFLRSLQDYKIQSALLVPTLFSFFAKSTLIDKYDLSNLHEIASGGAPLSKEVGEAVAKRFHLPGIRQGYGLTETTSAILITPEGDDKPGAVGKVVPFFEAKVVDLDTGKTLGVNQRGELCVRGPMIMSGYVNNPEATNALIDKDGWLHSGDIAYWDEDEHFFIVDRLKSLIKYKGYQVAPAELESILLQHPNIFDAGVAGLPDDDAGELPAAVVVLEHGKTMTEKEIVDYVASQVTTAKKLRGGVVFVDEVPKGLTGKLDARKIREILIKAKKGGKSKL
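Purified P. pyralis luciferase (10nM final) with 10uM D-luciferin and 10uM ATP (Km levels) in 50mM Tris acetate pH 7.5, 10mM Mg acetate, 0.01% Tween-20, 0.05% BSA; qHTS 6-point titration, ~60 µM downward; luminescence read.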
RORg inh: blocks mouse ROR gamma transcriptional activity; hit rate 5.4% among 310,000; AID 2551; Drosophila S2 Gal4-RORgamma UAS-luciferase reporter, 20 h; P51450; Potency, µM (series often up to 53.6 µM), without a hit: top-dose activity change, negative = inhibition, most hits filed as inhibitors; note: potency is the fitted concentration of half-maximal effect; % is set by controls: 0 for no effect and ±100 for the full control effect; nearly all actives have a fitted effect of over 60% in size
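Stable Schneider cell line, Gal4 DNA-binding domain fused to ROR gamma, UAS-luciferase. Cmpd 1 hr RT → CuSO4 700 uM final → 20 hr RT → luciferase reagent 10 min → luminescence.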
ELG1 DNA repair: ELG1-dependent DNA repair inhibition; HEK293T ELG1-luciferase reporter, luminescence, 16 h; DNA damage induced by 5-fluorouridine; Potency, µM (doses to about 46.1 µM), without a hit: top-dose activity change, negative = inhibition, hits mostly inhibitors; hit rate 2.3% among 330,000; note: potency is the fitted concentration of half-maximal effect; % is set by controls: 0 for no effect and ±100 for the full control effect; nearly all actives have a fitted effect of over 55% in size
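Cells (2,000 per well) received 5-fluorouridine plus test compound or DMSO and were incubated 16 hr at 37 °C, 5% CO2. Luciferase activity was read by luminescence 30 min after ONE-Glo addition; signal suppression marked inhibition of damage-induced ELG1 function.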
KCNH2 3.1 inh: inhibitors of human KCNH2 3.1 potassium channel isoform | activity change, % (tested at about 1.8 µM) | U2OS KCNH2 3.1, thallium flux FluxOr; stronger effect = lower value | hit rate 0.95% among 340,000 | AID 720553;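 active = maximum activity change below -70%; inconclusive = maximum activity change from -70% to -50%; inactive = maximum activity change above -50%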;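 note: thallium influx rate constant from kinetic fluorescence after stimulation buffer; % is set by controls: 0 for no effect and ±100 for the full control effect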
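U2OS cells transduced with KCNH2 3.1 mutant virus (1.77 x 10^8 /mL, 4 h), plated overnight at 37 C, loaded 45 min with FluxOr dye plus Red40 quencher. Thallium flux rate constant from kinetic reads after stimulation buffer, normalised to controls.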
Mito fusion act: inhibitors of mitochondrial division or activators of mitochondrial fusion; Potency, µM (doses to about 46.1 µM), inactives show at the highest dose growth rescue (activation), hits mostly activators; S. cerevisiae fusion-defective mutant growth rescue, CellTiterGlo 48 h; hit rate 0.23% among 320,000; AID 485298;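 note: potency is the fitted concentration of half-maximal effect; % of control where 0% means no effect; nearly all actives have a fitted effect of over 45% in size; temperature-sensitive fusion mutants such as fzo1-1 at 37 °C on non-fermentable ethanol glycerol medium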
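S. cerevisiae fusion-defective temperature-sensitive mutants (e.g. fzo1-1, mgm1-5) grown 48 h at 37C in YPEG (ethanol/glycerol non-fermentable) medium with 23 nl compound per well; growth rescue read as CellTiterGlo luminescence.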
* hit, by the source's call; u = inconclusive; x = not tested or not shown; & = joins results of further samples; [ ] = remark or other dose. Unless noted, calls come from the whole dose curve; as a rule, active = well fitted curve in the direction sought with a large enough effect; inconclusive = small, poorly fitted or top-dose-only effect, or another doubt; inactive = no such curve, though single readings can be large; an effect the other way counts as inactive or inconclusive.

SMILES	Rab9 promoter act	PKM2 act	Gal4-VP16 FLuc	Menin MLL FP TR	MBNL1 CUG block	NPC1 prom act	FLuc modulator	RORg inh	ELG1 DNA repair	KCNH2 3.1 inh	Mito fusion act
CCn1cc(C(=O)NCCCN2CCC(C)CC2)c2cc(OC)c(OC)cc2c1=O	-32%[inhibitor]	9%	0%	4%[11.7 µM]	-3%	-6%	0%	-1%	5%	-1	-13%
CN(CCCC1CCCC1)C(=O)c1cc(COc2ccc(F)cc2F)on1	28%	-7%	15%	x	1%	0%	-19%	u	u	-8	4%
N/C(=N\OC(=O)COc1ccccc1)c1ccc(Cl)cc1	0%	4%	7%	-24%	u	0%	u	11%	u	5	3%
CCOC(=O)CSc1nnc2cc(C)c3ccccc3n12	0%	2%	2%	-1%	19%	2%	-15%	39%	0%	5	-1%
C=CCN(CC=C)C(=S)Nc1cc(Cl)ccc1OC	3%	3%	-14%	5%	4%	0%	-1%	u	-2%	21	3%
COc1ccc(C(=O)N/C(=C\c2cn(S(=O)(=O)N(C)C)c3ccccc23)C(=O)N2CCOCC2)cc1	-3%	x	7%	8%	14%	1%	-1%	7%	-18%	-43	1%
CCOC(=O)c1cc2oc(C(c3nnnn3C3CCCCC3)N3CCOCC3)cc2[nH]1 (stereo not given)	-1%	-18%	-3%	-3%	9%	-4%	0%	u	-29%	-46	5%
CCOCCCNC(=S)NCCCNc1nc2ccc(C)cc2cc1C#N	-8%	-8%	-2%[10 µM]	-2%	11%	2%	-13%	6.3µM*	-6%	x	-14%
Cc1sc2nc(-c3cccs3)nc(N3CCCN(C)CC3)c2c1C	-6%	-11%	-10%	u	u	13%	-4%	-11%	u	x	-18%
Cc1cc(-c2nnc(CCC(=O)N(CC3CCC3)CC3CCCO3)o2)no1 (stereo not given)	u	-8%	2%	27%	15%	8%	u	17%	u	-4	-3%
CCn1c(=O)c2cc(S(=O)(=O)NC3CCCCC3)ccc2n(CC)c1=O	-5%	-8%	1%	6%	-11%	0%	1%	-5%	-9%	3	2%
COc1cc(C(=O)N/C(=C\c2cn(S(=O)(=O)N(C)C)c3ccccc23)C(=O)NCCCO)cc(OC)c1OC	-6%	1%	-2%	-2%	17%	0%	-3%	-5%	-6%	15	4%
c1ccc(CNc2nc(NCc3ccccc3)c3ccccc3n2)cc1	-12%	u	u	x	-17%	-3%	-1%	u	-23%	-41	-11%
N#Cc1ccccc1OCC(=O)N1N=C(c2cccs2)CC1c1ccco1 (stereo not given)	23%	x	x	x	x	12%	u	x	u	-7	15%
Cn1c(CC(=O)Nc2ccccc2C(F)(F)F)c(Sc2ccccc2)c2ccccc21	-3%	2%	u	20%	5%	1%	2%	-22%	2%	-13	-1%
Cc1ccc(S(=O)(=O)n2nc(OC(=O)C(C)(C)C)cc2N)cc1	-17%	-2%	1%	-1%	-10%	-7%	0%	0%	-29%	-9	-1%
COc1cc(C(=O)Nc2oc(-c3ccccc3)c(-c3ccccc3)c2C#N)cc(OC)c1OC	-9%	4%	-2%	-6%	6%	1%	-2%	23%[10 µM]	23µM*	-1	3%
COc1ccccc1N1CN(CCc2ccccc2)CNC1=S	-1%	-15%	u	x	-7%	0%	-4%	4%	0%	2	-4%
CCOC(=O)CCSc1nc(C)c2ccccc2n1	4%	1%	0%	-26%	4%	-2%	u	22%	u	-12	7%
COc1cc(OC)cc(C(=O)NCC2CCCN(Cc3ccc(SC)cc3)C2)c1 (stereo not given)	-1%	-2%	-1%	1%	-2%	1%	0%	-2%	-11%	-5	-4%
Cc1c[nH]c2cccc(OCC(O)CNC(C)(C)C)c12 (stereo not given)	-4%	-5%	-11%	u	-9%	3%	0%	1.4µM*	19%	5	4%
CCC(C)(C)n1nnnc1C(c1cc2ccc(OC)cc2[nH]c1=O)N1CCc2ccccc2C1 (stereo not given)	-4%	12%	23%	-18%	u	-4%	3%	u	u	-5	4%
CCOCCCNC(=O)C(NC(=O)c1ccc(NC(C)=O)cc1)c1ccc(OC)cc1 (stereo not given)	-6%	2%	-1%	-17%	1%	-1%	3%	-12%	16%	5	-5%
NS(=O)(=O)c1ccc(NC(=O)COC(=O)CCc2ccccc2)cc1	-7%	8%	-5%	x	-21%	-6%	0%	-5%	-7%	-14	5%
O=C(NCc1ccco1)C1(S(=O)(=O)c2ccc(Cl)cc2)CC1	4%	2%	3%	-13%	10%	-4%	0%	39%	u	7	-6%
C#CCOc1ccc2c(C)cc(=O)oc2c1	-3%	26%	11%&18%	-15%&12%	4%	-2%	-12%	u	22%	4	-7%
N#C/C(=C\c1ccc(N2CCOCC2)o1)C(=O)NCCc1ccccc1	17%	-5%	6%	0%	u	-1%	27µM*	22%	-16%	8	16%
Cc1cccc(CSc2nnnn2-c2ccccc2)c1	-1%	4%	27%	1%	6%	-2%	-3%	2%	22%	-4	5%
COc1ccccc1-n1cnnc1SCC(=O)c1c[nH]c2ccccc12	-3%	-2%	-4%	-11%	x	-1%	-6%	43%[10 µM]	0%	11	2%
COc1cc(NS(=O)(=O)c2ccc(NC(=S)NC(=O)c3sc4ccccc4c3Cl)cc2)ncn1	-3%	9%	u	-1%	3%	1%	-5%	-29%	-1%	15	-1%
COc1ccc(N(CC(=O)NC2CCCCC2)C(=O)CCCC(=O)Nc2ccccn2)c(OC)c1	12%	-5%	-11%	-12%	-2%	-1%	4%	6%	14%	8	-8%
CC(C)Oc1cccc(C(=O)NC2=NCCS2)c1	4µM*	1%	-8%[10 µM]	18%	-7%	3.2µM*	19µM*	u	u	-4	u
Cc1ccccc1NC(=S)N1CCC(C(=O)c2ccc(F)cc2)CC1	-27%	-4%	u	29%	-7%	-2%	4%	u	7%	12	8%
CC(O)(CS(=O)(=O)Cc1ccccc1)c1ccccc1Cl (stereo not given)	-3%	x	-1%	-16%	4%	-1%	-1%	5%	-16%	19	21%
CCc1cc(CNC(=O)CC2C(=O)NCCN2Cc2cccc(OC)c2)on1 (stereo not given)	1%	3%	1%	-7%	-2%	1%	0%	10%	5%	19	0%
N=C(N=C(N)N)N1CCc2ccccc21	-12%	4%	-10%	11%	5%	-3%	-2%	-15%	2%	-14	4%
CCS(=O)(=O)N1CCC(C(=O)Oc2ccccc2Cl)CC1	-2%	-7%	-8%	0%	-15%	0%	3%	-17%	-8%	2	1%
O=[N+]([O-])c1ccc2c(c1)oc1ccccc12	4%	7%	-3%	43%[activator]	38%[activator]	0%	5%	-16%	-6%	-3	-1%
CCCCC(C(=O)O)C(C)CC(=O)NNC(=O)c1ccco1 (stereo not given)	-26%	10%	-15%	u	-12%	-6%	0%	7%	-11%	9	4%
O=S(=O)(c1ccc2c(c1)nc1n2CCC1)N1CCOCC1	0%	-1%	-7%	-4%	7%	-4%	6%	-17%	-8%	-17	-1%
Cc1ccc(NC(=O)c2ccccc2NC(=O)CCC(=O)O)cc1	11%	5%	-12%	0%	-25%	1%	-13%	1%	u	-1	-12%
CCn1c(=N)n(CC(=O)OC)c2ccccc21	-7%	-6%	1%	1%	-1%	1%	7%	u	2%	-6	1%
CCc1ccccc1NC(=O)Nc1cccn(Cc2ccccc2F)c1=O	4%	-1%	1%	46%[activator]	12%	-4%	-19%	u	-10%	6	2%
Cc1cc(=O)oc2cc(OCC(=O)N3CC(C)OC(C)C3)ccc12 (stereo not given)	-3%	0%	-10%	-2%	-3%	-1%	0%	-2%	-8%	-6	0%
CCCCC(=O)NC(=S)NNC(=O)CC#N	-3%	-4%	0%	x	-9%	6%	0%	u	-1%	-10	0%
c1ccc(COc2cccc(CNn3cnnc3)c2)cc1	-1%	-5%	2%	-4%	-9%	-3%	-1%	12%	7%	-5	5%
CC1CCCN(C(=O)c2ccc(-c3ccccc3Cl)o2)C1 (stereo not given)	2.5µM*	x	x	x	x	3.5µM*	8.5µM*	x	u	-10	18%

This is a subset, so the mix of outcomes need not match the whole.
